# Screening results: PubChem, several laboratories
# Rv3671c inh: inhibitors of M. tuberculosis serine protease Rv3671c; P9WHR9; inhibition, % at 5.96 µM; 0.048% of 320,000 active; in the data active means inhibition above about 38%;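 further: extracellular domain of Rv3671c used as enzyme; 0% = enzyme with DMSO and 100% = no enzyme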
# Target sequence (P9WHR9 whole entry, looked up, the tested form may be a part): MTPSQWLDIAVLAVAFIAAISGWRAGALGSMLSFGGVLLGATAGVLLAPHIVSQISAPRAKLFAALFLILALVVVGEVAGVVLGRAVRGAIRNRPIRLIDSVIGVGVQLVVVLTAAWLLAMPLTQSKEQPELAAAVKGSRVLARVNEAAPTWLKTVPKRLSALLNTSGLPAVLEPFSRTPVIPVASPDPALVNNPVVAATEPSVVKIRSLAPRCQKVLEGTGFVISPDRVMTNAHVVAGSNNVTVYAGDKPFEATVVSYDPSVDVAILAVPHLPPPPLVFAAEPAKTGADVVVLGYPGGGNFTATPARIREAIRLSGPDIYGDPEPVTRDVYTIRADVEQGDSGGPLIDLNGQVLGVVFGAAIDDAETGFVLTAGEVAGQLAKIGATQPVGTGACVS
# MazEF act: increases E. coli MazEF RNase cleavage of RNA. FAM/BHQ RNA-DNA oligo cleavage fluorescence, 5 h. activation, % at 20 µM. 0.32% of 350,000 active; in the data active means activation above about 50%
# Target sequence (P0AE70 whole entry, looked up): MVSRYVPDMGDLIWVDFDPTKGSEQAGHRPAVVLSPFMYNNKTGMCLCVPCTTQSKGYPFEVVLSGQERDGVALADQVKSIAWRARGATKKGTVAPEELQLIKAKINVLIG
# Mtb BioA inh: inhibitors of Mycobacterium tuberculosis BioA enzyme; purified M. tuberculosis BioA enzyme, plate reader; inhibition, % at 9.99 µM; 0.096% of 360,000 active; in the data active means inhibition above about 40%
# BoNT F protease: BoNT F light chain protease inhibition | Multiplex microsphere protease cleavage assay, flow cytometry | inhibition, % at 10 µM | 0.22% of 360,000 active | AID 588497; in the data active means inhibition above about 35%, passing the limit was not always enough; further: plate controls were buffer without enzyme for full effect and enzyme alone for no effect
# Numbers without * were called inactive; nt = no result given. An excerpt. The share of hits here may be higher or lower than overall.
1: CCOC(=O)N1CCC(NC(=O)C2CCN(S(=O)(=O)c3cccc4cccnc34)CC2)CC1
2: Cc1ccc(-c2nc3cc(C)c(Br)c(C)n3c2Cc2cccc(Cl)c2)cc1
3: Cc1nc2cc(OC(=O)N(C)Cc3cccc(-c4ccncc4)c3)ccc2s1
4: COc1ccc(NC(=O)N(C)C[C@@H]2Oc3ccc(NS(C)(=O)=O)cc3CC(=O)N([C@@H](C)CO)C[C@@H]2C)cc1
5: C[C@H](CO)N1C[C@H](C)[C@@H](CN(C)S(=O)(=O)c2ccc(Cl)cc2)Oc2ccc(NS(=O)(=O)c3ccc(Cl)cc3)cc2CC1=O
6: CN1CCN(C(=O)C[C@H]2C[C@H]3c4cc(NC(=O)C5CCC5)ccc4O[C@H]3[C@@H](CO)O2)CC1
7: C[C@H]1CN([C@@H](C)CO)C(=O)Cc2cc(NS(=O)(=O)c3ccccc3)ccc2O[C@@H]1CN(C)S(=O)(=O)c1cn(C)cn1
8: COc1ccccc1C#Cc1ccc([C@H]2[C@H]3CN(CCC(F)(F)F)CCCCN3[C@H]2CO)cc1

Assay by compound | 1 | 2 | 3 | 4 | 5 | 6 | 7 | 8
Rv3671c inh | 3 | nt | nt | nt | nt | nt | nt | nt
MazEF act | 12 | nt | nt | nt | nt | nt | nt | nt
Mtb BioA inh | nt | nt | nt | -2.5 | 3.1 | -0.5 | -3.6 | -3.0
BoNT F protease | nt | 0 | -16 | nt | nt | nt | nt | nt

9: C[C@H](CO)N1C[C@H](C)[C@H](CN(C)Cc2ccc(Cl)c(Cl)c2)Oc2ccc(NC(=O)c3ccncc3)cc2CC1=O
10: O=C(N[C@@H]1CC[C@H](CCn2cc(C3(O)CCCC3)nn2)O[C@H]1CO)C1CCCC1
11: CCC(=O)N1[C@H](CO)[C@H](c2ccccc2)[C@@H]1CN(C(C)C)S(C)(=O)=O
12: C[C@@H]1CN([C@H](C)CO)C(=O)c2cc(-c3cccc(C#N)c3)cnc2O[C@H]1CN(C)C(=O)C1CCCCC1
13: COc1ccccc1CNC(=O)C[C@@H]1C[C@@H]2c3cc(NC(=O)NC4CCCC4)ccc3O[C@@H]2[C@H](CO)O1
14: N#C[C@H]1[C@H](c2ccc(C3=CCCCC3)cc2)[C@@H](CO)N1S(=O)(=O)c1ccccc1
15: CO[C@H]1CN(C)C(=O)c2cc(NC(=O)Nc3ccccc3)ccc2OC[C@@H](C)N(CC2CC2)C[C@@H]1C
16: COC(=O)[C@@H]1[C@@H](CO)[C@@H]2Cn3c(ccc(/C=C/c4ccccc4)c3=O)[C@H]1N2C(=O)C1CCC1

Assay by compound | 9 | 10 | 11 | 12 | 13 | 14 | 15 | 16
Rv3671c inh | nt | nt | nt | nt | nt | nt | nt | nt
MazEF act | nt | nt | nt | nt | nt | nt | nt | nt
Mtb BioA inh | -0.4 | 1.2 | 1.8 | 4.2 | -0.6 | -1.7 | 5.0 | 0.9
BoNT F protease | nt | nt | nt | nt | nt | nt | nt | nt

17: C[C@@H]1CN([C@H](C)CO)C(=O)c2cc(NC(=O)CCN3CCOCC3)ccc2O[C@H]1CN(C)C(=O)Nc1ccc2c(c1)OCO2
18: C[C@H]1CCCCO[C@H](CN(C)Cc2ccncc2)[C@@H](C)CN([C@@H](C)CO)C(=O)c2cc(NC(=O)c3ccncc3)ccc2O1
19: CCCNC(=O)N(C)C[C@H]1Oc2ncc(-c3ccccc3F)cc2C(=O)N([C@@H](C)CO)C[C@H]1C
20: C[C@H]1CCCCO[C@@H](CN(C)Cc2ccc(C(=O)O)cc2)[C@@H](C)CN([C@@H](C)CO)C(=O)c2cc(NC(=O)NC3CCCCC3)ccc2O1
21: CC(C)NC(=O)Nc1ccc2c(c1)C(=O)N([C@@H](C)CO)C[C@H](C)[C@@H](CN(C)C(=O)Nc1cccc3ccccc13)O2
22: CN1C(=O)c2cc(NC(=O)c3ccc4c(c3)OCO4)ccc2OC[C@@H]2O[C@H](CC(=O)O)CC[C@H]21
23: C[C@@H]1CCCCO[C@H](CN(C)C(=O)c2ccccc2)[C@H](C)CN([C@@H](C)CO)C(=O)c2cc(N(C)C)ccc2O1
24: Cc1noc(C)c1S(=O)(=O)Nc1ccc2c(c1)C(=O)N([C@@H](C)CO)C[C@H](C)[C@@H](CN(C)S(=O)(=O)c1ccccc1)OCCCC[C@H](C)O2

Assay by compound | 17 | 18 | 19 | 20 | 21 | 22 | 23 | 24
Rv3671c inh | nt | nt | nt | nt | nt | nt | nt | nt
MazEF act | nt | nt | nt | nt | nt | nt | nt | nt
Mtb BioA inh | -2.6 | -2.7 | 4.0 | -3.4 | -2.8 | 14 | 0.8 | 1.2
BoNT F protease | nt | nt | nt | nt | nt | nt | nt | nt

25: CN1C[C@H](O)COC[C@H]2O[C@@H](CC(=O)N3CCN(c4ccccc4)CC3)CC[C@@H]21
26: C[C@@H]1CCCCO[C@H](CN(C)Cc2ccc(C(=O)O)cc2)[C@H](C)CN([C@H](C)CO)C(=O)c2cc(NS(=O)(=O)c3ccc(Cl)cc3)ccc2O1
27: Cc1ccc(S(=O)(=O)Nc2ccc3c(c2)C(=O)N([C@@H](C)CO)C[C@@H](C)[C@H](CN(C)CC2CC2)OCCCC[C@H](C)O3)cc1
28: C[C@@H]1CN([C@H](C)CO)C(=O)c2cc(C3=CCCCC3)cnc2O[C@H]1CN(C)Cc1cccnc1
29: CN(C)C(=O)c1ccc(-c2ccc([C@@H]3[C@H](CO)N4CCCCN(Cc5cccnc5)C[C@@H]34)cc2)cc1
30: O=C(C[C@@H]1CC[C@H](NS(=O)(=O)c2ccccc2)[C@@H](CO)O1)NCc1ccc(Cl)c(Cl)c1
31: CCNC(=O)[C@@H]1[C@@H](CO)[C@@H]2Cn3c(ccc(-c4cccc(F)c4)c3=O)[C@H]1N2C(=O)c1cnccn1
32: CC(=O)N1[C@@H]2c3ccc(C4=CCCCC4)c(=O)n3C[C@H]1[C@H](CO)[C@H]2C(=O)N[C@H](C)c1ccccc1

Assay by compound | 25 | 26 | 27 | 28 | 29 | 30 | 31 | 32
Rv3671c inh | nt | nt | nt | nt | nt | nt | nt | nt
MazEF act | nt | nt | nt | nt | nt | nt | nt | nt
Mtb BioA inh | 1.1 | 0.8 | 4.1 | 15 | -2.6 | -2.3 | -0.7 | -1.0
BoNT F protease | nt | nt | nt | nt | nt | nt | nt | nt

33: CNC[C@H]1Oc2ccc(NC(=O)NC(C)C)cc2C(=O)N([C@@H](C)CO)C[C@H]1C
34: C[C@H](CO)N1C[C@H](C)[C@@H](CN(C)C(=O)CN(C)C)Oc2cc(C#C[C@@H](C)O)ccc2S1(=O)=O
35: C[C@@H]1CN([C@@H](C)CO)C(=O)c2cccc(NC(=O)C3CCOCC3)c2O[C@H]1CN(C)Cc1ccc(C(=O)O)cc1
36: C[C@@H]1CN([C@@H](C)CO)C(=O)c2c(c3ccccc3n2C)-c2ccccc2CO[C@H]1CN(C)Cc1cccc(C(=O)O)c1
37: C[C@H]1CN([C@@H](C)CO)C(=O)c2cccc(NC(=O)c3nc4ccccc4s3)c2O[C@@H]1CN(C)Cc1ccc(C(=O)O)cc1
38: CC(C)NC(=O)N(C)C[C@H]1Oc2ccc(NC(=O)Cc3ccccc3)cc2C(=O)N([C@@H](C)CO)C[C@H]1C
39: OC[C@H]1Nc2ccc(-c3ccc(F)cc3)cc2[C@H]2[C@@H]1CCN2Cc1ccc(F)cc1
40: CC(C)NC(=O)Nc1ccc2c(c1)C(=O)N([C@@H](C)CO)C[C@@H](C)[C@@H](CN(C)C(=O)Nc1ccccc1)OCCCC[C@H](C)O2

Assay by compound | 33 | 34 | 35 | 36 | 37 | 38 | 39 | 40
Rv3671c inh | nt | nt | nt | nt | nt | nt | nt | nt
MazEF act | nt | nt | nt | nt | nt | nt | nt | nt
Mtb BioA inh | -1.5 | -1.6 | 0.8 | -1.0 | 0.3 | -2.2 | 24 | -0.9
BoNT F protease | nt | nt | nt | nt | nt | nt | nt | nt

41: Cc1ccc(S(=O)(=O)N[C@H]2C=C[C@H](CC(=O)NC3CCCCC3)O[C@H]2CO)cc1
42: O=C(C[C@@H]1CC[C@@H]2[C@H](COC[C@@H](O)CN2Cc2cccc(C(F)(F)F)c2)O1)NCc1ccc(F)cc1
43: C[C@@H]1CCCCO[C@@H](CN(C)Cc2ccc3c(c2)OCO3)[C@H](C)CN([C@H](C)CO)C(=O)c2cc(NS(=O)(=O)c3ccccc3)ccc2O1
44: C[C@H](CO)N1C[C@H](C)[C@H](CN(C)CC2CCCCC2)OCCCC[C@H](C)Oc2ccc(NC(=O)Nc3ccc(C(F)(F)F)cc3)cc2C1=O
45: CC(=O)N1[C@@H](CO)[C@@H](c2ccccc2)[C@@H]1CN(C)S(=O)(=O)c1ccccc1
46: C[C@@H]1CN([C@H](C)CO)C(=O)c2cc(NC(=O)Cn3cnnn3)ccc2O[C@@H]1CN(C)Cc1ccc(C(F)(F)F)cc1
47: O=C(NCC[C@H]1CC[C@@H](NS(=O)(=O)Cc2ccccc2)[C@H](CO)O1)C1CCCCC1
48: Cc1noc(C)c1S(=O)(=O)N(C)C[C@@H]1OCCCC[C@@H](C)Oc2ccc(NC(=O)NC3CCCCC3)cc2C(=O)N([C@@H](C)CO)C[C@@H]1C

Assay by compound | 41 | 42 | 43 | 44 | 45 | 46 | 47 | 48
Rv3671c inh | nt | nt | nt | nt | nt | nt | nt | nt
MazEF act | nt | nt | nt | nt | nt | nt | nt | nt
Mtb BioA inh | -0.5 | -0.9 | 1.0 | -1.4 | -2.4 | -0.1 | -2.7 | -1.2
BoNT F protease | nt | nt | nt | nt | nt | nt | nt | nt

49: C[C@H]1CN([C@@H](C)CO)C(=O)c2cccc(NC(=O)C3CCOCC3)c2O[C@H]1CN(C)Cc1ccc(C(=O)O)cc1
50: O=C(CN1CCOCC1)N1CCCCN2[C@H](CO)[C@@H](c3ccc(-c4ccccc4F)cc3)[C@H]2C1
51: C[C@@H]1CCCCO[C@@H](CN(C)S(=O)(=O)c2ccc(Cl)cc2)[C@@H](C)CN([C@H](C)CO)C(=O)c2cc(NS(=O)(=O)c3ccccc3)ccc2O1
52: COc1ccc(NC(=O)N(C)C[C@@H]2OCCCC[C@@H](C)Oc3ccc(NC(=O)Nc4ccccc4)cc3C(=O)N([C@H](C)CO)C[C@H]2C)cc1
53: C[C@@H]1CCCCO[C@H](CN(C)Cc2ccc(Cl)c(Cl)c2)[C@@H](C)CN([C@H](C)CO)C(=O)c2cc(NS(=O)(=O)c3cn(C)cn3)ccc2O1
54: Cc1ccccc1S(=O)(=O)N1C[C@@H](O)COC[C@@H]2O[C@@H](CC(=O)O)CC[C@H]21
55: CCCNC(=O)Nc1ccc2c(c1)C(=O)N(C)[C@@H]1CC[C@@H](CC(=O)OC)O[C@H]1CO2
56: C[C@@H]1CN([C@H](C)CO)C(=O)c2cccc(NS(C)(=O)=O)c2O[C@H]1CN(C)S(=O)(=O)c1cccs1

Assay by compound | 49 | 50 | 51 | 52 | 53 | 54 | 55 | 56
Rv3671c inh | nt | nt | nt | nt | nt | nt | nt | nt
MazEF act | nt | nt | nt | nt | nt | nt | nt | nt
Mtb BioA inh | -1.9 | 1.0 | -8.0 | 18 | 1.7 | -2.3 | 8.0 | -0.1
BoNT F protease | nt | nt | nt | nt | nt | nt | nt | nt

57: Cc1ccc(S(=O)(=O)N(C)C[C@@H]2Oc3ccc(NC(=O)C4CC4)cc3C(=O)N([C@@H](C)CO)C[C@@H]2C)cc1
58: CC(C)NC(=O)Nc1ccc2c(c1)C(=O)N([C@@H](C)CO)C[C@H](C)[C@@H](CN(C)C(=O)c1ccccc1)OCCCC[C@H](C)O2
59: O=C(C[C@H]1C[C@@H]2c3cc(NC(=O)C4CCC4)ccc3O[C@@H]2[C@@H](CO)O1)NCc1ccccn1
60: C[C@@H](O)C#Cc1ccc2c(c1)O[C@@H](CN(C)Cc1ccncc1)[C@@H](C)CN([C@@H](C)CO)S2(=O)=O

Assay by compound | 57 | 58 | 59 | 60
Rv3671c inh | nt | nt | nt | nt
MazEF act | nt | nt | nt | nt
Mtb BioA inh | 1.2 | -2.4 | 1.7 | -0.1
BoNT F protease | nt | nt | nt | nt

# Eight of these compounds in another layout:
entry	Compound	Rv3671c inh	MazEF act	Mtb BioA inh	BoNT F protease
50	O=C(CN1CCOCC1)N1CCCCN2[C@H](CO)[C@@H](c3ccc(-c4ccccc4F)cc3)[C@H]2C1	nt	nt	1.0	nt
51	C[C@@H]1CCCCO[C@@H](CN(C)S(=O)(=O)c2ccc(Cl)cc2)[C@@H](C)CN([C@H](C)CO)C(=O)c2cc(NS(=O)(=O)c3ccccc3)ccc2O1	nt	nt	-8.0	nt
52	COc1ccc(NC(=O)N(C)C[C@@H]2OCCCC[C@@H](C)Oc3ccc(NC(=O)Nc4ccccc4)cc3C(=O)N([C@H](C)CO)C[C@H]2C)cc1	nt	nt	18	nt
53	C[C@@H]1CCCCO[C@H](CN(C)Cc2ccc(Cl)c(Cl)c2)[C@@H](C)CN([C@H](C)CO)C(=O)c2cc(NS(=O)(=O)c3cn(C)cn3)ccc2O1	nt	nt	1.7	nt
54	Cc1ccccc1S(=O)(=O)N1C[C@@H](O)COC[C@@H]2O[C@@H](CC(=O)O)CC[C@H]21	nt	nt	-2.3	nt
55	CCCNC(=O)Nc1ccc2c(c1)C(=O)N(C)[C@@H]1CC[C@@H](CC(=O)OC)O[C@H]1CO2	nt	nt	8.0	nt
56	C[C@@H]1CN([C@H](C)CO)C(=O)c2cccc(NS(C)(=O)=O)c2O[C@H]1CN(C)S(=O)(=O)c1cccs1	nt	nt	-0.1	nt
57	Cc1ccc(S(=O)(=O)N(C)C[C@@H]2Oc3ccc(NC(=O)C4CC4)cc3C(=O)N([C@@H](C)CO)C[C@@H]2C)cc1	nt	nt	1.2	nt
